Screening data as filed in PubChem.
HIV peptide binding = inhibitors of HIV fusion peptide binding, primary screen, biochemical, uHTS, fluorescence dequenching (AID 1986). cell-free peptide binding, fluorescence dequenching, 30 min; higher % means a stronger effect. one-dose inhibition, % at 20 µM; IC50 in µM for titrated hits. 0.3% of 290,000 active; in the data active = inhibition mostly above about 52%, no sharp cut-off; inactive = mostly below about 76%; note: some results filed as inactive read as strong as hits
GPR55 antagonists = inhibition of LPI-stimulated GPR55 beta-arrestin translocation – imaging, U2OS, beta-arrestin-GFP, LPI agonist, primary screen (AID 2013). U2OS GPR55 beta-arrestin-GFP translocation imaging, LPI antagonism; higher % means a stronger effect. inhibition, % at 10 µM, or IC50 in µM where a hit was titrated. 0.13% of 290,000 active;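 active = spots per cell inhibited over 60%, with over 100 cells counted and total cytoplasm intensity under 500,000; inconclusive = wells with under 100 cells, flagged as likely toxic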;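 note: U2OS cells stably carrying GPR55 and arrestin-GFP stimulated by 5 µM LPI near EC80; imaged beta-arrestin-GFP aggregate spots per cell after agonist stimulation; plate controls were LPI-stimulated DMSO wells for no effect and DMSO wells without LPI for full effect; some results filed as inactive read as strong as hits; confirmed hits need IC50 under 10 µM and bright autofluorescent wells are also inconclusive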
KOR beta-arrestin-1 = KOR antagonists, beta-arrestin recruitment, cell-based, luminescence, uHTS (AID 1778). KOR beta-arrestin recruitment, luminescence, antagonist mode; higher % means a stronger effect. inhibition, % at 10 µM; hits with a dose series show IC50 in µM. 0.091% of 290,000 active; note: strong numbers were not always called active
Myeloid diff MLP = myeloid differentiation induction; ER-HoxA9 myeloid progenitors, lysozyme-GFP differentiation, flow cytometry; calls only at 10 µM; AID 624256; 1% of 360,000 active;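 active = normalized GFP-positive differentiation at or above the plate's own cutoff, the solvent-only control mean plus 3 SD; inconclusive = no clear call, values can overlap the other calls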;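 note: cells exposed to compound for four days before flow analysis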
NOD1 NF-kB reporter = NOD1 signaling inhibitors, primary screen, cell-based, luminescence, uHTS (AID 1578); inhibition, % at 4 µM; hits with a dose series show EC50 in µM; NOD1-driven NF-kB luciferase reporter cells, luminescence; higher % means a stronger effect; 1% of 290,000 active; in the data active = inhibition mostly above about 36%, no sharp cut-off; inactive = mostly below about 34%;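 note: HEK-293T reporter cells stimulated with the NOD1 agonist gamma-tri-DAP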
HEK293 NOD2/NF-kB = inhibition of NOD2-driven NF-kB reporter – cell-based, luminescence, uHTS, HEK293 (AID 1566) | HEK293 NOD2/NF-kB luciferase reporter, luminescence; higher % means a stronger effect | 0.63% of 290,000 active | one-dose inhibition, % at 4 µM; EC50 in µM for titrated hits; note: many of its hits are not listed in these tables
GPR55 activation = selective activators of receptor GPR55 – imaging, U2OS cells, beta-arrestin-GFP redistribution, primary screen (AID 1961). U2OS GPR55 beta-arrestin-GFP redistribution imaging; higher % means a stronger effect. activation, % at 10 µM, or EC50 in µM where a hit was titrated. 0.048% of 290,000 active;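 active = activation above 40% with more than 50 cells counted in the well; inconclusive = wells holding fewer than 50 cells, flagged as toxic or sparse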;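 note: U2OS osteosarcoma cells stably expressing GPR55 and beta-arrestin-GFP; plate controls were DMSO negative control for no effect and LPI positive control for full effect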
GPR35 arrestin U2OS = inhibition of zaprinast-stimulated GPR35 beta-arrestin translocation – imaging, U2OS, beta-arrestin-GFP, zaprinast agonist, primary screen (AID 2058); U2OS GPR35 beta-arrestin-GFP translocation imaging, zaprinast antagonism; higher % means a stronger effect; inhibition, % at 10 µM; hits with a dose series show IC50 in µM; 0.052% of 290,000 active;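 active = inhibition of at least 50% with at least 30 cells and total cytoplasm GFP at most 10,000,000; inconclusive = under 30 cells or total GFP of 10,000,000 plus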
KOR beta-arrestin-2 = KOR agonists, beta-arrestin recruitment, primary screen, cell-based, luminescence, uHTS (AID 1777). KOR beta-arrestin recruitment, luminescence; higher % means a stronger effect. activation, % at 10 µM; hits with a dose series show EC50 in µM. 0.02% of 280,000 active; in the data active = activation above about 50%, passing the limit was not always enough; note: a part of the inactive calls stands beside numbers as strong as those of hits
Myeloid diff MLP GFP+ MAC1+ % = recorded beside Myeloid diff MLP, whose call it bears; GFP+ MAC1+ double positive, %; measured here: differentiation confirmed by MAC1 staining
Numbers without * were called inactive; i = inactive; ? = inconclusive; nt = not tested or not shown; [ ] = another dose, or the depositor's remark. Cut-off read from the data, not from the text of the source, unless noted: active = inhibition above about 50%; inactive = the rest. Not all compounds are listed; count on the stated rates, not on these rows.

SMILES	HIV peptide binding	GPR55 antagonists	KOR beta-arrestin-1	Myeloid diff MLP	Myeloid diff MLP GFP+ MAC1+ %	NOD1 NF-kB reporter	HEK293 NOD2/NF-kB	GPR55 activation	GPR35 arrestin U2OS	KOR beta-arrestin-2
O=C(NC(NC(=S)Nc1c(Cl)cccc1Cl)C(Cl)(Cl)Cl)c1cccc([N+](=O)[O-])c1 (centres undefined)	-0.2%	-7%	38%	i	1.2	7%	-11%	-0.1%	1%	-2.7%
CCOC(=O)c1ccc(NC(=O)NNS(=O)(=O)c2cc(OC)ccc2OC)cc1	-0.4%	3%	4%	i	2.8	-15%	8%	-0.2%	20%	-2.3%
CCCC(C)NC(=O)CSCc1ccc(OC)cc1 (centres undefined)	-0.8%	8%	-6%	i	0.1	-26%	13%	0.1%	-16%	-3.5%
CC1CCN(C(=O)c2ccccc2NC(=O)Nc2ccccc2)CC1	-1.1%	-3%	-13%	i	2.5	-3%	8%	0.2%	1%	2.6%
Cc1ccccc1C(=O)NC(=S)NCc1ccccc1	-0.6%	2%	-46%[20 µM]	i	0.4	-4%	8%	0.4%	7%	-5.3%
Cc1ccc(CNc2nc(C)cs2)cc1	-0.3%	5%	-47%	i	1.1	-65%	-56%	0.2%	6%	3.7%
CO/N=C(\c1nonc1N)N1CCN(c2ccc([N+](=O)[O-])cc2Cl)CC1	-2.1%	4%	-31%	i	1.8	-2%	-1%	-0.1%	10%	1.7%
Cc1cc(Oc2cc(N)cc([N+](=O)[O-])c2)ccc1Cl	-1.9%	-16%	-23%	i	0.0	-4%	5%	0.4%	-14%	-2.6%
Cc1ccnc(N2CCC(C(=O)NNC(=O)c3ccncc3)CC2)n1	0.1%	-1%	10%	i	0.4	-33%	9%	-0.1%	-3%	-2.1%
COCCCNC(=O)c1cc2c(=O)n3cccc(C)c3nc2n(C(C)C)c1=N	2.0%	26%	6%	i	1.0	-5%	3%	0.0%	4%	-4.1%
COc1cccc(-c2c(C#N)c(SC)nc3cc(C)nn23)c1	-2.3%	-5%	-4%	i	0.6	-14%	14%	-0.3%	11%	2.2%
CCN1CCN(CCOCCOc2ccccc2-c2ccccc2)CC1	3.6%	6%	16%[20 µM]	nt	nt	-24%	-8%	0.2%	14%	-4.9%
COc1ccc(CCCC(=O)N/N=C\c2cccs2)cc1	3.5%	11%	-6%	i	0.6	-16%	11%	-0.3%	1%	1.8%
CC(NC(=O)COc1cccc(Br)c1)C(=O)O (centres undefined)	4.5%	18%	4%	nt	nt	7%	-3%	0.1%	24%	-3.7%
C/C(CC1CC(COCCC(C)C)OC1=O)=N\NC(N)=S (centres undefined)	-3.0%	18%	-16%	i	1.5	2%	17%	-0.1%	-2%	6.2%

Compound profiles, from the list above. Screens in order: HIV peptide binding, GPR55 antagonists, KOR beta-arrestin-1, Myeloid diff MLP, Myeloid diff MLP GFP+ MAC1+ %, NOD1 NF-kB reporter, HEK293 NOD2/NF-kB, GPR55 activation, GPR35 arrestin U2OS, KOR beta-arrestin-2
CC1CCN(C(=O)c2ccccc2NC(=O)Nc2ccccc2)CC1 as listed: -1.1%, -3%, -13%, i, 2.5, -3%, 8%, 0.2%, 1%, 2.6%
COc1cccc(-c2c(C#N)c(SC)nc3cc(C)nn23)c1 as listed: -2.3%, -5%, -4%, i, 0.6, -14%, 14%, -0.3%, 11%, 2.2%
Cc1ccc(CNc2nc(C)cs2)cc1 as listed: -0.3%, 5%, -47%, i, 1.1, -65%, -56%, 0.2%, 6%, 3.7%
COc1ccc(CCCC(=O)N/N=C\c2cccs2)cc1 as listed: 3.5%, 11%, -6%, i, 0.6, -16%, 11%, -0.3%, 1%, 1.8%

As entered above.
In HEK293 NOD2/NF-kB, `CCCC(C)NC(=O)CSCc1ccc(OC)cc1` (centres undefined) shows 13%
In GPR55 antagonists, `Cc1ccccc1C(=O)NC(=S)NCc1ccccc1` shows 2%

(further entries)
SMILES	HIV peptide binding	GPR55 antagonists	KOR beta-arrestin-1	Myeloid diff MLP	Myeloid diff MLP GFP+ MAC1+ %	NOD1 NF-kB reporter	HEK293 NOD2/NF-kB	GPR55 activation	GPR35 arrestin U2OS	KOR beta-arrestin-2
CSc1nc(-c2ccco2)nn1C(=O)Cc1ccccc1	-0.8%	14%	17%	i	0.3	-13%	-4%	-0.1%	14%	-0.6%
O=C(NNC(=O)c1cnccc1C(F)(F)F)c1cccc(Cl)c1	-1.6%	-3%	21%	i	0.2	-8%	0%	-0.4%	-8%	-1.6%
O=C(NCCSCc1ccc(Cl)cc1Cl)c1ccc(CN2CCOCC2)cc1	1.4%	-10%	-10%	i	0.0	29%	26%	0.0%	14%	2.2%
Cc1ccc(/C=C(/C#N)C(=O)NC(C)c2ccccc2)o1 (centres undefined)	3.2%	-18%	-44%	i	0.5	-12%	7%	-0.4%	-8%	1.7%
CCC(=O)N(Cc1cc(=O)[nH]c2ccccc12)C1CCCCC1	1.9%	-6%	-29%	i	0.7	-12%	-16%	0.2%	3%	0.1%
CC(=O)NCCC(=O)Nc1nc(-c2ccc3ccccc3c2)cs1	-1.2%	-2%	-22%	i	1.6	-22%	-10%	0.2%	-4%	-1.9%
Cc1cnc(C(=O)OCc2ccc(COC(=O)c3cnc(C)cn3)cc2)cn1	-0.1%	3%	37%	i	0.2	-33%	8%	-0.4%	-4%	0.3%
Cc1ccc(CNC(=O)C2CC(c3ccc([N+](=O)[O-])cc3)=NO2)cc1 (centres undefined)	2.7%	-5%	-39%	i	1.3	6%	6%	-0.1%	3%	1.1%
O=C(Nc1ccccc1N1CCOCC1)c1ccc2nc[nH]c2c1	0.8%	-11%	-8%	i	0.4	-22%	-11%	0.6%	-3%	3.4%
CCCCOc1ccc(N2C(=O)CC(N(O)c3ccccc3)C2=O)cc1 (centres undefined)	-0.7%	0%	1%	?	nt	-56%	-18%	0.3%	-15%	-7.0%
C=C(C)CN(CC)C(=O)c1ccc(OC2CCN(S(=O)(=O)N(C)C)CC2)cc1	-0.7%	4%	-33%[20 µM]	i	0.6	59%*	-13%	-0.1%	13%	nt
CCOC(=O)c1sc(Nc2nc3c(F)cccc3s2)cc1C	1.7%	0%	-47%	i	0.5	15%	-20%	-0.3%	nt	7.8%
O=C(CSc1nnnn1Cc1ccccc1)c1ccccc1F	2.1%	-2%	1%[20 µM]	i	0.3	-37%	-1%	-0.1%	-2%	nt
Cc1cccc(-n2ccnc2SCC(=O)N2CCCc3ccccc32)c1C	0.7%	13%	20%	i	0.7	-16%	-9%	-0.5%	-4%	2.3%
Clc1ccc2oc(-c3ccccc3)cc(=NCCCN3CCOCC3)c2c1	-2.6%	16%	-35%	i	0.1	-51%	-69%	0.7%	-13%	0.7%
CC1=C(C#N)CCC(=O)N1Cc1c(C)cc(C)cc1C	1.1%	-4%	10%	i	1.1	7%	16%	1.1%	-6%	-1.0%
CCn1ncc(-c2ccnc3cc(C(=O)O)nn23)c1C	3.6%	-4%	2%	i	0.4	2%	16%	0.5%	3%	-6.4%
CCCOC(=O)C1=C(C)NC2=C(C(=O)CCC2)C1c1cccs1 (centres undefined)	0.9%	-11%	-24%	i	0.5	1%	11%	0.3%	2%	13%
COc1ccc2c(c1)nc(SCC(=O)C(C)(C)C)n2C	2.3%	10%	3%	i	11	-9%	-11%	-0.1%	1%	5.8%
COc1ccc(NC(=O)CN(Cc2ccccc2)S(C)(=O)=O)cc1OC	-0.2%	4%	8%	i	0.6	3%	17%	0.8%	4%	3.0%
O=C(c1ccc(CNS(=O)(=O)c2cccc(C(F)(F)F)c2)cc1)N1CCOCC1	-0.8%	9%	-28%	i	4.3	-12%	3%	-0.1%	11%	-2.6%
COc1nc(N2CCCCCC2)nc(N2CCCCCC2)n1	0.9%	27%	2%	i	0.9	5%	14%	0.0%	-10%	-1.2%
CC(=O)Nc1ccc(N=Cc2ccc(OCc3ccccc3)cc2)cc1	1.6%	1%	26%	i	0.5	-42%	0%	?	5%	0.1%
O=C(CSc1nnc(C2CC2)n1-c1ccccc1)NCCc1ccccc1	-1.0%	-7%	-6%	i	1.0	-20%	10%	-0.1%	2%	-5.3%
O=C(COC(=O)c1cnccn1)c1ccc(Cl)c([N+](=O)[O-])c1	1.3%	0%	32%	i	0.3	-2%	7%	-0.1%	9%	2.0%
O=C(CN(CCO)c1ccccc1)NC12CC3CC(CC(C3)C1)C2	-5.0%	13%	22%	i	0.3	4%	-8%	-0.2%	2%	-1.4%
Nc1nc(-c2ccc(C(=O)O)cc2)cs1	0.3%	6%	9%	i	0.2	-44%	4%	0.2%	1%	1.0%
CCSc1nnc(SCC(=O)NNC(=O)c2ccccc2F)s1	-1.3%	-6%	3%	i	0.6	-24%	-3%	-0.1%	3%	9.2%
CC1(OC(=O)C2CCCC2)C(=O)C=C2C=C3CCCCN3C=C2C1=O (centres undefined)	22%	4%	-1%	i	1.3	-12%	16%	-0.1%	-9%	4.1%
O=C(NCc1ccco1)C1CCCN(S(=O)(=O)c2cccc3cccnc23)C1 (centres undefined)	-1.7%	5%	3%	i	3.1	-4%	7%	-0.1%	1%	1.7%
Cc1noc(C)c1CCC(=O)N1CCCC(CO)(Cc2ccccc2)C1 (centres undefined)	0.9%	0%	0%	i	3.3	-24%	-10%	-0.1%	-11%	8.7%
COc1cccc(S(=O)(=O)N2CCOCC2)c1	-0.3%	9%	-16%	i	12	-8%	8%	-0.1%	4%	5.9%
c1ccc(Cc2ccc(OCCCNC3CCCC3)cc2)cc1	-1.9%	10%	-30%	nt	nt	-29%	-18%	0.3%	-7%	-1.9%
CCOC(=O)c1c(S(=O)(=O)NCC(=O)Nc2ccccc2OC)c(C)n(C)c1C	0.0%	7%	-14%	i	2.5	-13%	1%	-0.2%	-23%	0.6%
Cc1nc(-c2cccc(C(F)(F)F)c2)sc1C(=O)O	3.6%	14%	-24%[20 µM]	i	0.1	-27%	-7%	-0.1%	6%	-0.5%
Cc1ccccc1NC(=O)CSc1nc(N)c(C#N)c(-c2cccs2)c1C#N	-1.5%	-14%	-35%	i	0.6	-15%	2%	0.2%	-11%	0.6%

Printed as active in NOD1 NF-kB reporter, among the entries above:
mol	HIV peptide binding	KOR beta-arrestin-1	Myeloid diff MLP GFP+ MAC1+ %	NOD1 NF-kB reporter	HEK293 NOD2/NF-kB	GPR35 arrestin U2OS	KOR beta-arrestin-2
C=C(C)CN(CC)C(=O)c1ccc(OC2CCN(S(=O)(=O)N(C)C)CC2)cc1	-0.7%	-33%[20 µM]	0.6	59%*	-13%	13%	nt
